From PubChem
NALP1 yeast inh = NALP1 inhibition; S. cerevisiae NALP1/ASC/caspase-1 growth, X-gal OD620, 72 h; inhibition, % at 10 µM; 0.61% of 280,000 active; in the data active = inhibition mostly above about 24%, no sharp cut-off; inactive = mostly below about 32%; also: some compounds called inactive have numbers as strong as hits
GPR7 antag = human neuropeptides B/W receptor 1 antagonism; P48145; GPR7-expressing cells, fluorescence antagonist assay; inhibition, % at 4.4 µM; 1.1% of 290,000 active; AID 1861; in the data active = inhibition above about 16%, passing the limit was not always enough;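 also: cells stimulated with the agonist NPW; 0% = agonist with vehicle and 100% = vehicle without agonist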
MEKK2 WT-MEK5 = raises or lowers MEK5 binding to wildtype human MEKK2 PB1 domain | binding response (% of control), % at 10 µM | bead flow cytometry, Alexa488-MEK5 binding to MEKK2 WT; actives lie on both sides | Q9Y2U5 | 1.1% of 290,000 active; in the data active = binding response below about 67% or above about 130%
M18AAP inhibitor = blocks P. falciparum M18 aspartyl aminopeptidase; inhibition, % at 7.35 µM; recombinant PfM18AAP, H-Glu-NHMec fluorogenic cleavage; 1.2% of 290,000 active;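 active = inhibition above the campaign mean inhibition over all tested compounds plus 3 SD, cut at about 28% in these data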;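 also: 0% = plate median of test compound wells and 100% = 2 mM ZnCl2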
MEKK2mut PB1 HTS = signal of MEK5 binding to mutant human MEKK2 PB1 domain; bead flow cytometry, Alexa488-MEK5 binding to MEKK2 mutant; 0.35% of 290,000 active; percent response, % at 10 µM; AID 1530; in the data active = percent response above about 24%, passing the limit was not always enough; also: inactives centre near 1; some results filed as inactive read as strong as hits; reference of the scale not given here
FID counter = counter-screen for HCV NS3 helicase inhibitors: DNA intercalator displacement; DNA fluorescent intercalator displacement, fluorescence; inhibition, % at 7.9 µM; 0.17% of 290,000 active; AID 1845; in the data active = inhibition above about 37%;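 also: 0% = vehicle and 100% = reference compound; higher means more ethidium bromide displaced from hairpin DNA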
PHOSPHO1 block = PHOSPHO1 (human) inhibition. Q8TCT1. recombinant PHOSPHO1, absorbance phosphatase assay. inhibition, % at 13.3 µM. 1.1% of 290,000 active. AID 1565; in the data active = inhibition above about 60%
Target sequence (Q8TCT1 whole entry, looked up): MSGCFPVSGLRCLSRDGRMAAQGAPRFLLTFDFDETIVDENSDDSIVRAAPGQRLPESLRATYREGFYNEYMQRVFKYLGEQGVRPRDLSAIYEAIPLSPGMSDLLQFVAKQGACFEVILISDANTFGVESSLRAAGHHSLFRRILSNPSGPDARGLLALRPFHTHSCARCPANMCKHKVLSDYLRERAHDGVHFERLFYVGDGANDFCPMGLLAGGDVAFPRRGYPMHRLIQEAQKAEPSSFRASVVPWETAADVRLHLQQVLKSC
OXTR agonist = agonists of human oxytocin receptor | 0.32% of 320,000 active | P30559 | AID 2435 | CHO-OTR cells, Fluo-8 calcium fluorescence; normalized: DMSO 0%, oxytocin 100% | activation, % at 3 µM;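 active = activation above the mean of all tested compounds plus 3 SD, cutoff set per screening run, cut at about 20% in these data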;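 also: peak over basal fluorescence ratio from a 100 s FLIPR kinetic read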
MEKK3 PB1 HTS = MEKK3-MEK5 PB1 interaction, increase or decrease | 1.4% of 290,000 active | Q99759 | bead-based flow cytometry, Alexa488-MEK5 binding to MEKK3; actives lie on both sides; 0 = blocked by unlabeled MEK5, 100 = vehicle | binding response (% of control), % at 10 µM;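 active = binding response more than 3 SD above or below the average of its plate-row segment, actives on both sides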;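 also: Alexa488 bead fluorescence after subtracting the streptavidin-only scavenger bead signal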
Target sequence (Q99759 whole entry, looked up): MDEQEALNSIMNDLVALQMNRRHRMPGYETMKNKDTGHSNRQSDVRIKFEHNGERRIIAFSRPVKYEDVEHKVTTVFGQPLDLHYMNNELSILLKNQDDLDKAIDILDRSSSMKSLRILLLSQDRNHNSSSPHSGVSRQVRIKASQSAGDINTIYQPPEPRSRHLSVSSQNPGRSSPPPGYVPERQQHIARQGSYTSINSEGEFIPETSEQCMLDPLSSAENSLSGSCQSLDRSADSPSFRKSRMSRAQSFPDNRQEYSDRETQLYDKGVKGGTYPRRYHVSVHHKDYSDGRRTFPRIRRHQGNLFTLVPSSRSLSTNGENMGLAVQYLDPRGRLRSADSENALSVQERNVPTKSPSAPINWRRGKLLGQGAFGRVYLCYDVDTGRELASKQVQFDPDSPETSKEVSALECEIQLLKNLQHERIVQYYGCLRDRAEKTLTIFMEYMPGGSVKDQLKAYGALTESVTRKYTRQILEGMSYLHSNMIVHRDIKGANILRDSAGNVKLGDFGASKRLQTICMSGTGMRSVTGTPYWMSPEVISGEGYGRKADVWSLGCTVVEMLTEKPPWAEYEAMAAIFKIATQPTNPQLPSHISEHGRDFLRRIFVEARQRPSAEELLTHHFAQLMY
Active calls of the source: *; · = no result given; & = joins results of further samples.

SMILES	NALP1 yeast inh	GPR7 antag	MEKK2 WT-MEK5	M18AAP inhibitor	MEKK2mut PB1 HTS	FID counter	PHOSPHO1 block	OXTR agonist	MEKK3 PB1 HTS
O=C(NCc1ccco1)c1nnc(Cc2ccc(Cl)cc2)o1	0	-4	98	3	5	-7	26	-1.1	94
CCOc1ccc(-c2nc(CSCC(=O)NCCCN3CCCC3=O)c(C)o2)cc1	12	4	96	1	-1	-44	36	0.9	95
COCc1cc(C)nc(SCC(=O)NC2CCCCC2C)c1C#N (configuration not stated)	22	-5	107	-7	8	-13	38	-0.1	107
Cc1ccc(S(=O)(=O)N2CCN(C(=O)c3cc(=O)[nH]c4ccccc34)CC2)c(C)c1	5	-4	103	-7	2	-31	45	0.1	102
C#Cc1cccc(NC(=O)c2ccc3c(c2)C(=O)N(Cc2cccnc2)C3=O)c1	16	-5	104	-5	4	-20	23	9.1	97
Cc1nnc(NN2CCOCC2)[nH]c1=O	6	4	101	-5	-4	7	-10	-0.3	107
O=C1CC(C(=O)Nc2ccccc2)N=C(N2CCOCC2)N1 (configuration not stated)	7	-8	97	-11	-1	-3	-3	1.2	100
O=C(N1CCOCC1)N1CCN(S(=O)(=O)N2CCCCC2)CC1	8	-4	106	-2	8	0	18	0.0	110
CC1CCCCN1C(=O)N[C@@H](Cc1ccccc1)C(=O)O (some centres not stated)	22	-2	99	-3	5	0	-8	0.3	103
Cc1ccc2c(c1)N(C(=O)NC1CCCCC1)C(C)(C)CC2C (configuration not stated)	11	-12	104	2	5	-4	9	-0.2	107
Cc1cc(C(=O)NC2CCCc3c2cnn3-c2cc(F)cc(F)c2)nn1C (configuration not stated)	29	-12	106	-5	11	-28	28	0.8	104
Cc1c(/C=N/NC(=O)c2cc(=O)[nH]c(=O)[nH]2)c2ccccn2c1C(=O)c1ccccc1	8	-12	99	-7	5	-5	20	-1.2	103
COc1ccc(C(=O)N/C(=C/c2ccco2)C(=O)NC2CCS(=O)(=O)C2)cc1 (configuration not stated)	11	-8	91	0	-10	-10	-17	0.2	102
COC(=O)C1CCN(C(=O)CN(C)Cc2ccc(C(C)(C)C)cc2)CC1	-1	-8	114	0	4	-3	42	-0.7	105
CC(C)Sc1n[nH]c(=O)n1-c1cccc(C(F)(F)F)c1	7	-12	98	-1	1	-5	24	0.8	104
COc1ccc(N(C(C)C(=O)NN=C2CCCCCCC2)S(C)(=O)=O)cc1 (configuration not stated)	38	-7	96	-15	-3	-11	-14	-0.5	99
OCC1(CO)COC2(CCCC2)N1	-2	-14&-2	95	-5&-6	-22	-1&-3	10&15	0.4	88
O=C(/C=C/N1CCOCC1)c1ccc(-c2ccccc2)cc1	4	-11	98	-6	-2	5	-47	1.1	98
COc1ccc(/C=N/n2c(N)c(S(=O)(=O)c3cccs3)c3nc4ccccc4nc32)cc1OC	19	16	104	-4	6	0	7	-0.1	106
Cn1nc(C(=O)NC(C)(C)C)c2ccccc21	23	1	98	2	-3	6	-16	-1.5	97

Molecules above containing a tert-butyl group (two):
SMILES	NALP1 yeast inh	GPR7 antag	MEKK2 WT-MEK5	M18AAP inhibitor	MEKK2mut PB1 HTS	FID counter	PHOSPHO1 block	OXTR agonist	MEKK3 PB1 HTS
COC(=O)C1CCN(C(=O)CN(C)Cc2ccc(C(C)(C)C)cc2)CC1	-1	-8	114	0	4	-3	42	-0.7	105
Cn1nc(C(=O)NC(C)(C)C)c2ccccc21	23	1	98	2	-3	6	-16	-1.5	97

Later entries
SMILES	NALP1 yeast inh	GPR7 antag	MEKK2 WT-MEK5	M18AAP inhibitor	MEKK2mut PB1 HTS	FID counter	PHOSPHO1 block	OXTR agonist	MEKK3 PB1 HTS
CCN1C(=O)C2(C(C(=O)c3ccc(C)o3)=C(O)C(=O)N2CCCN(C)C)c2ccccc21 (configuration not stated)	·	-15	102	1	-5	-5	20	0.3	92
CCCCn1c(N)c(N(CCOC)C(=O)c2oc3ccc(OC)cc3c2C)c(=O)[nH]c1=O	1	-8	105	1	3	-20	18	1.3	102
Cc1ccc2c(c1)nnn2C1CCN(S(=O)(=O)c2ccc(C(=O)N3CC(C)CC(C)C3)cc2)CC1 (configuration not stated)	12	-10	106	0	1	-11	-3	0.0	102
CN(CCOc1ccccc1)C(=O)c1ccc(N2CCCC2)c([N+](=O)[O-])c1	26	6	94	2	-4	-26	-20	3.4	100
CCCNc1nc2c(c(=O)[nH]c(=O)n2C)n1CCC(C)C	0	-8	102	6	6	-10	-3	1.2	107
CCC(C)NS(=O)(=O)c1ccc(OCC(=O)NCc2ccc(OC)cc2)cc1 (configuration not stated)	-12	-7	91	-14	-3	-18	28	-0.2	92
COc1ccc(CC(=O)Nc2nc(-c3cc(OC)ccc3OC)cs2)cc1	6	-12	79	1	-11	-14	-4	-2.1	75
CC(=O)c1cccc(N(C(=O)c2cnccn2)C(C(=O)NCc2ccccc2)c2ccco2)c1 (configuration not stated)	33	4	118	6	9	-13	11	-0.9	124*
O=C(Nc1nnc(S(=O)(=O)N2CCCCCC2)s1)c1ccc(Br)cc1	19	-7	101	2	2	-14	15	1.3	102
Cc1onc(-c2c(Cl)cccc2Cl)c1C(=O)c1ccc(F)cc1	24	-20	96	-7	-2	-2	16	-2.8	103

Sorted by count of non-hydrogen atoms (largest number first): 13 of the compounds above
SMILES	NALP1 yeast inh	GPR7 antag	MEKK2 WT-MEK5	M18AAP inhibitor	MEKK2mut PB1 HTS	FID counter	PHOSPHO1 block	OXTR agonist	MEKK3 PB1 HTS
Cc1ccc2c(c1)nnn2C1CCN(S(=O)(=O)c2ccc(C(=O)N3CC(C)CC(C)C3)cc2)CC1 (configuration not stated)	12	-10	106	0	1	-11	-3	0.0	102
COc1ccc(/C=N/n2c(N)c(S(=O)(=O)c3cccs3)c3nc4ccccc4nc32)cc1OC	19	16	104	-4	6	0	7	-0.1	106
CCN1C(=O)C2(C(C(=O)c3ccc(C)o3)=C(O)C(=O)N2CCCN(C)C)c2ccccc21 (configuration not stated)	·	-15	102	1	-5	-5	20	0.3	92
CCC(C)NS(=O)(=O)c1ccc(OCC(=O)NCc2ccc(OC)cc2)cc1 (configuration not stated)	-12	-7	91	-14	-3	-18	28	-0.2	92
COc1ccc(N(C(C)C(=O)NN=C2CCCCCCC2)S(C)(=O)=O)cc1 (configuration not stated)	38	-7	96	-15	-3	-11	-14	-0.5	99
COC(=O)C1CCN(C(=O)CN(C)Cc2ccc(C(C)(C)C)cc2)CC1	-1	-8	114	0	4	-3	42	-0.7	105
O=C(Nc1nnc(S(=O)(=O)N2CCCCCC2)s1)c1ccc(Br)cc1	19	-7	101	2	2	-14	15	1.3	102
Cc1onc(-c2c(Cl)cccc2Cl)c1C(=O)c1ccc(F)cc1	24	-20	96	-7	-2	-2	16	-2.8	103
O=C(/C=C/N1CCOCC1)c1ccc(-c2ccccc2)cc1	4	-11	98	-6	-2	5	-47	1.1	98
CCCNc1nc2c(c(=O)[nH]c(=O)n2C)n1CCC(C)C	0	-8	102	6	6	-10	-3	1.2	107
CC(C)Sc1n[nH]c(=O)n1-c1cccc(C(F)(F)F)c1	7	-12	98	-1	1	-5	24	0.8	104
Cn1nc(C(=O)NC(C)(C)C)c2ccccc21	23	1	98	2	-3	6	-16	-1.5	97
OCC1(CO)COC2(CCCC2)N1	-2	-14&-2	95	-5&-6	-22	-1&-3	10&15	0.4	88

(more compounds)
SMILES	NALP1 yeast inh	GPR7 antag	MEKK2 WT-MEK5	M18AAP inhibitor	MEKK2mut PB1 HTS	FID counter	PHOSPHO1 block	OXTR agonist	MEKK3 PB1 HTS
CN(C)c1ccc(/C=C2\C(=N)N3N=C(CC(=O)N4CCCC4)SC3=NC2=O)cc1Br	4	-5	102	4	0	-25	18	0.2	100
O=c1cc(NCCc2ccccc2)c2ccccc2o1	-8	4	84	0	-10	1	-8	6.3	94
O=S(=O)(c1ccc2nc(Cc3cccc(C(F)(F)F)c3)[nH]c2c1)N1CCOCC1	22	-8	87	3	-12	-16	10	3.8	87
Cc1ccc([N+](=O)[O-])cc1NC(=O)CN(C(=O)c1ccccc1Cl)C1CCCCC1	25	36*	95	-1	-3	-16	2	-2.6	96
CC1CCN(C(=O)COC(=O)Cc2ccc(Br)cc2)CC1	17	-8	99	0	1	-26	23	-1.7	100
O=[N+]([O-])c1ccc2c(c1)C=C1CCCCC1(N1CCCC1)O2 (configuration not stated)	-14	-12	83	-2	2	2	7	-2.5	100
Cc1cc(C)cc(OCc2nnc(SCC(=O)N3CCN(c4ccccc4)CC3)o2)c1	1	-9	99	11	3	-10	0	2.9	102
COc1cc2c3c([nH]c2cc1F)C(=O)NCC3	·	·	107	·	2	·	·	-0.4	111
CCC(=O)Nc1ccc(-c2nnc(SCC(=O)Nc3nccs3)n2C)cc1	15	9	104	-9	0	-16	103*	0.5	109
COc1ccc(N=C2C(=Nc3ccc(OC)cc3)N(c3ccc(OC)cc3)C(=S)N2C(=O)c2ccc(OC)cc2)cc1	11	-7	102	-3	-2	-6	3	-0.4	109
O=C(Nc1ccccc1N1CCCCC1)c1ccccc1F	7	-9	100	6	0	-2	7	-2.5	100
O=[N+]([O-])c1cc(-c2ncccn2)cs1	42	-9	101	-7	0	-2	28	4.7	98
Cc1cc(Cl)ccc1Oc1ncc(-c2ccc(Cl)cc2)cn1	2	-14	107	-2	15	-4	12	-1.4	108
COc1cccc(-n2nnnc2SCC(=O)Nc2ccc(NC(C)=O)cc2)c1	28	5	103	-4	17	-14	9	0.2	101
COc1ccc(C(=O)CN2C(=O)c3ccccc3C2=O)cc1	2	-13	98	-8	-8	-5	3	-0.9	94
CC(OC(=O)c1ccc(S(=O)(=O)NCc2ccco2)cc1)C(=O)Nc1ccc(Cl)cn1 (configuration not stated)	12	6	103	0	-2	-25	-4	1.6	98
OCCN1CCN(CCSc2ccccc2)CC1	8	-7	98	-2	-5	4	8	1.0	93
COCCCn1c(=O)c2ccccc2n(CC(=O)NC2CCCC2)c1=O	17	-12	99	1	-2	-1	22	0.4	103
CCN(CC)CC(O)c1cccn1-c1ccc(CNC(=O)NC(C)C)cc1 (configuration not stated)	18	-5	106	-13	17	3	28	-0.5	106
CC(=O)Nc1cccc(NC(=O)Cc2nc(-c3ccccc3)sc2-c2ccc(C)cc2)c1	22	16	96	2	-1	-10	3	-0.2	114
CNS(=O)(=O)c1cccc(C(=O)OCC(=O)c2cc3ccccc3o2)c1	5	3	103	-1	-1	-7	2	3.3	120
CC(C)CN(CC(C)C)S(=O)(=O)N1CCC(C(=O)NCc2cccs2)CC1	9	-4	93	0	-5	-28	6	-0.1	93
O=C(Nc1ccccc1)c1ccncc1	·	0	105	-5	3	2	5	1.1	105
COc1ccc(CN=C(NS(=O)(=O)c2cccs2)SC)cc1	25	1	88	-5	4	-2	-3	0.5	96
CCc1ccc(NC(=O)C(=O)NCCN2CCN(S(=O)(=O)c3ccccc3)CC2)cc1	8	-21	97	-1	3	-11	26	1.1	98
CC(=O)C1=C(C)N(CC2CC2)C(=O)N[C@H]1c1cccs1	0	0	93	3	6	-6	21	-2.0	107
N#CC(C(=O)OC1CCCCC1)c1nc2ccccc2nc1N1CCOCC1 (configuration not stated)	2	-8	86	5	-3	-2	3	-0.2	90
Cc1cc(C)nc(NC(N)=NCCc2c[nH]c3ccccc23)n1	3	-6	117	3	8	6	40	-0.1	103
CCCCn1c(SCC(=O)Nc2cc(C)on2)nnc1-c1cccs1	·	2	77	-11	-22	-31	25	-2.5	87
COc1ccc(NC(=O)Nc2cc(NC(=O)Nc3ccc(OC)cc3)c(C)nc2C)cc1	22	2	91	-3	-3	-7	2	0.7	94
